# ADAM17 inh – ADAM17 inhibitors, primary screen, biochemical, QFRET | recombinant ADAM17, EDANS/DABCYL FRET peptide cleavage | inhibition, % at 6.95 µM | actives 0.83% (n = 370,000) | AID 720648, 2013;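 active = inhibition above the mean of compounds lying between control limits plus 3 SD, set per campaign, cut at about 8.5% in these data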;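 note: 0% = DMSO-only wells as the low control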
# PLC-gamma1 inh – PLC-gamma1 enzyme inhibitors, primary screen, biochemical, fluorescence, purified enzyme. inhibition, % at 12.2 µM. fluorogenic substrate. AID 720700, 2013. actives 0.84% (n = 370,000); in the data active = inhibition above about 9.5%
# ASAP1 GAP inh – inhibitors of human ASAP1 ArfGAP activity, primary screen, biochemical, fluorescence polarization; ASAP1-stimulated ARF1 GTP hydrolysis, GDP FP detection; inhibition, % at 16.5 µM; actives 0.19% (n = 360,000); AID 624377, 2012; in the data active = inhibition above about 25%;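 note: 0% = vehicle with enzyme and substrate and 100% = no enzyme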
# TDP2 inh – human TDP2 enzyme inhibitors, primary screen, biochemical, epi absorbance, recombinant enzyme; Tyrosyl-DNA phosphodiesterase 2 (Homo sapiens), O95551; T5PNP hydrolysis, p-nitrophenol absorbance 415 nm; inhibition, % at 12.8 µM; actives 0.34% (n = 370,000); AID 720702, 2013;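 active = inhibition above the mean of all tested compounds plus 3 SD, set per campaign, cut at about 25% in these data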;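 note: 0% = DMSO with enzyme and 100% = buffer with substrate but no TDP2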
# Target sequence (O95551 whole entry, looked up): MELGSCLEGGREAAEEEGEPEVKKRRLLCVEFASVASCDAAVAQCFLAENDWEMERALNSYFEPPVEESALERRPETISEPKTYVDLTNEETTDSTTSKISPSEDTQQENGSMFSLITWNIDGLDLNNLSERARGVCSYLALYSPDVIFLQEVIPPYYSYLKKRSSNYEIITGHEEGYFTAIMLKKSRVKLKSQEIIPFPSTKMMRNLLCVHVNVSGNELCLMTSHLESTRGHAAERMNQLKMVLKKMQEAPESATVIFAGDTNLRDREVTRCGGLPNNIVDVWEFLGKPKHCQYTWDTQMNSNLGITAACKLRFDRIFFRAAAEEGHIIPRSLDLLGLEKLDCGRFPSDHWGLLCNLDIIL
#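 Assay system: recombinant human TDP2 / Reagent: T5PNP substrate at 5 mM, a TopII-DNA adduct mimic / Measured by: epi absorbance from released p-nitrophenol / Evaluation: % inhibition relative to enzyme-containing and enzyme-free wells / Control set: enzyme-free and DMSO wells / Replicates: each compound tested once, singlicate / Schedule: enzyme reaction with compound for 2 h at 37 °C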
# ARFGAP1 inhibitor – inhibitors of rat ARFGAP1 GAP activity, primary screen, biochemical, fluorescence polarization, GDP tracer; inhibition, % at 16.5 µM; actives 0.26% (n = 360,000); AID 651572, 2012; Arfgap1-stimulated ARF1 GTP hydrolysis, GDP FP detection;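 active = inhibition above a per-plate limit, mean inhibition of low control wells plus 3 SD, cut at about 25% in these data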;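 note: 0% = DMSO wells with enzyme and 100% = wells lacking Arfgap1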
# Target sequence (Q62848 1-136 limits assumed): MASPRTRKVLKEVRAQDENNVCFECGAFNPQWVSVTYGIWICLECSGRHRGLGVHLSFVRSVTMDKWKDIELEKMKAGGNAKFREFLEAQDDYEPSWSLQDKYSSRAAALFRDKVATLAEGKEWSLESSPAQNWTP
#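 Assay system: purified rat His6-Arfgap1 residues 1-136 (GAP domain); Reagent: human Δ17 ARF1 bound to GTP; Dosing: 16.5 µM single point, 1.26% DMSO; Times: GTP hydrolysis reaction 2 h at 25 °C; Signal: FP, GDP Alexa 633 tracer displaced from anti-GDP antibody, 620/688 nm; Measure: % inhibition from polarization.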
# DDE Tn6 FP inh – inhibitors of Tn6 peptide binding to fibrin DD(E), primary screen, biochemical, fluorescence polarization, human fibrin, Tn6 probe; AID 720509, 2013; inhibition, % at 8.3 µM; actives 0.21% (n = 370,000); Fibrinogen beta chain (Homo sapiens), P02675; Fibrin DD(E) TRITC-Tn6 fluorescence polarization displacement;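 active = inhibition above a per-campaign cutoff: mean of compounds within control limits plus 3 SD, cut at about 15% in these data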;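 note: 0% = median of all compound wells on the plate and 100% = blocking peptide control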
# Target sequence (P02675 whole entry, looked up): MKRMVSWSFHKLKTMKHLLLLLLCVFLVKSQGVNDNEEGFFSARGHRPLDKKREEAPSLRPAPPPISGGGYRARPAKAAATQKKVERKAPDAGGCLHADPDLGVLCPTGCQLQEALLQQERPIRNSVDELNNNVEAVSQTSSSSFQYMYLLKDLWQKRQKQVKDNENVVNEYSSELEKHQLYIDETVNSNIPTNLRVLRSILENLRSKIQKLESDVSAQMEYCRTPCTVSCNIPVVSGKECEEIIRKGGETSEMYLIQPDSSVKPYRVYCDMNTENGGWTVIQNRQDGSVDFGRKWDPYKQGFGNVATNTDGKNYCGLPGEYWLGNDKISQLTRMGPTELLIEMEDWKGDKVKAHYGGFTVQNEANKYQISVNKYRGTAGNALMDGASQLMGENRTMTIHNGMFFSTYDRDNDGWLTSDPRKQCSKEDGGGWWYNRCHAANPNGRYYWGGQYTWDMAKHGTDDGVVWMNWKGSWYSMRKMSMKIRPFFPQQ
# LEDGF integ inh – blockers of LEDGF/p75-dependent integrase strand transfer – biochemical, TR-FRET, high throughput, primary screen. HIV-1 integrase (with human LEDGF/p75). TR-FRET IN-LEDGF/p75 DNA integration, Eu/Cy5. inhibition, % at 3.7 µM. actives 0.64% (n = 370,000). AID 743269, 2014;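 active = inhibition above the screen-wide mean plus 3 SD, cut at about 13% in these data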;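 note: signal is the Cy5 over europium emission ratio at 671 and 618 nm; 0% = plate median of compound wells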
# Tn7 DDE FP – inhibitors of Tn7 peptide binding to fibrin DD(E), primary screen, biochemical, fluorescence polarization, human fibrin, Tn7 probe; inhibition, % at 8.3 µM; Fibrinogen beta chain (Homo sapiens), P02675; FP displacement of FITC-Tn7 peptide from fibrin DD(E); 0% = median of compound wells per plate; actives 0.13% (n = 370,000); AID 720508, 2013;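 active = inhibition above the mean of compounds falling within the control limits plus 3 SD of them, cut at about 14% in these data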;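 note: 0% = plate median of compound wells and 100% = 10 µM Aha-Tn7 peptide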
#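 Assay system: human fibrin DD(E). Input: DD(E) 2 µM final. Medium: Tris buffer with calcium and detergent, pH 7.8. Compound dosing: single point at 8.3 µM. Timing: 10 min plus 3 h, room temperature. Technique: fluorescence polarization of the labelled Tn7 tracer. Read-out: percent inhibition. Replicates: singlicate testing.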
# KLK7 zymogen act – proKLK7 zymogen activators, primary screen, biochemical, fluorescence intensity; Kallikrein-7 (Homo sapiens), P49862; purified proKLK7, EDANS-DABCYL substrate fluorescence; 100% is mature enzyme control, 0% vehicle; activation, % at 7 µM; actives 0.9% (n = 370,000); AID 652039, 2013;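 active = activation above the mean of all tested compounds plus 3 SD, computed per campaign excluding outliers beyond control limits, cut at about 13% in these data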
# ADAM10 inh – human ADAM10 inhibitors, primary screen, biochemical, QFRET, HTS; Disintegrin and metalloproteinase domain-containing protein 10 (Homo sapiens), O14672; recombinant ADAM10, EDANS/DABCYL FRET peptide cleavage, 3 h; inhibition, % at 7 µM; actives 0.62% (n = 370,000);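 active = inhibition above a per-campaign cutoff equal to the mean of compounds falling between control-based bounds plus 3 SD, cut at about 20% in these data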;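 note: 0% = DMSO wells while the 100% control is not disclosed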
# Starred values were filed as active, the others as inactive; / = not tested or not shown. Outcome played no part in choosing rows; 4.2% or so of the library scored in one or more.
No.	SMILES	ADAM17 inh	PLC-gamma1 inh	ASAP1 GAP inh	TDP2 inh	ARFGAP1 inhibitor
1	Cc1cc(Nc2nc3c(c(=O)n(C)c(=O)n3C)n2C)n(-c2ccc(Cl)cc2)n1	-26	-55	4	-8	-2
2	CCc1ccc(N(CC(=O)N2CCOCC2)S(C)(=O)=O)cc1	-3	0	5	-1	3
3	COc1ccc(CCN(Cc2cc3cc(C)ccc3[nH]c2=O)C(=O)N2CCCC2)cc1OC	2	5	6	0	0
4	OC(COC(c1ccc(Cl)cc1)c1ccc(Cl)cc1)CN1CCN(c2ccccn2)CC1 (configuration not stated)	9.1*	3	13	1	13
5	CSc1ccccc1NC(=O)CN(C)Cc1cccc(Cl)c1	-1	1	2	-4	-6
6	O=C1CC(N2CCN(c3ccc(S(=O)(=O)N4CCCC4)cc3)CC2)C(=O)N1c1ccc(F)cc1 (configuration not stated)	-1	0	6	-1	16
7	CCc1cc2ccc(C)cc2nc1SCC(=O)NC1CCCC1	-2	0	-4	14	-13
8	CC12COC3(C(=O)Nc4ccc([N+](=O)[O-])cc4)CC1CCC32C (configuration not stated)	5	0	8	-16	-7
9	Cc1ccc(S(=O)(=O)Nc2ccc(C(=O)NC3CC3)cc2)cc1	-1	7	-5	0	0
10	Cc1cccc(OCCCC(=O)NC(C)C)c1	-2	9	-9	7	7
11	Cc1cccc(NC(=O)CCNS(=O)(=O)c2ccc3[nH]c(=O)oc3c2)c1	-2	0	5	-1	-9
12	O=C(Cn1c(=O)cnc2ccccc21)NNC(=O)c1ccccc1Cl	-2	-2	4	-2	4

No.	DDE Tn6 FP inh	LEDGF integ inh	Tn7 DDE FP	KLK7 zymogen act	ADAM10 inh
1	2	0	-6	3.3	-73
2	7	4	3	-0.5	-6
3	5	3	-10	0.8	-13
4	-5	0	2	0.5	15
5	-1	1	0	-0.4	-4
6	6	0	-2	-0.4	-2
7	11	-2	0	-0.4	-2
8	-12	-6	1	-0.6	2
9	-2	-1	5	0.5	3
10	3	0	-7	0.2	0
11	3	2	-3	-0.6	-3
12	-2	2	0	-0.1	-4

# (further entries)
No.	SMILES	ADAM17 inh	PLC-gamma1 inh	ASAP1 GAP inh	TDP2 inh	ARFGAP1 inhibitor
13	COc1ccccc1C1OCC(C)([N+](=O)[O-])CO1 (configuration not stated)	0	1	-2	10	-3
14	Cc1cc(C)c(C)c(S(=O)(=O)N2CCC(C(=O)OCC(=O)N3c4ccccc4NC(=O)C3(C)C)CC2)c1C	5	1	-1	-3	7
15	COc1ccc2oc(C(=O)C3CC3)c(N)c2c1	-25	-27	-10	3	5
16	CCOc1ccc(N(CC(=O)NCCSCc2ccco2)S(=O)(=O)c2ccc(C)cc2)cc1	-6	5	7	-2	6
17	CCCCCn1nc(C)c(/C=N\NC(=O)c2cc(C)oc2C)c1C	4	1	7	-5	3
18	CN(CC(=O)Nc1ccc(F)cc1)C(=O)COC(=O)Cc1cccs1	-2	1	-2	-3	-13
19	COc1ccc(CNC(=O)c2ccc(CNc3c(NC4CCCCC4)c(=O)c3=O)cc2)cc1	-4	2	-3	4	-3
20	OCCOCCn1c(CCNc2nc(-c3ccc(Cl)cc3)cs2)nc2cc(Cl)c(Cl)cc21	2	3	8	1	20
21	CCc1nnc(NC(=O)CSc2nc3cc4c(cc3cc2CC)OCCO4)s1	2	-1	3	-8	-7
22	CN1C(C(=O)NCCc2cccs2)CC2Cn3c(nc4ccccc43)C21 (configuration not stated)	-1	0	-3	9	-1
23	COC(=O)c1cc(NS(=O)(=O)c2ccc(C)c3ccccc23)ccc1N1CCOCC1	-4	0	-3	-2	-1
24	O=C(NNC(=O)c1ccc(Cl)nc1)c1ccncc1	1	6	-3	7	-3

No.	DDE Tn6 FP inh	LEDGF integ inh	Tn7 DDE FP	KLK7 zymogen act	ADAM10 inh
13	3	4	-1	0.3	-2
14	4	0	-5	0.5	4
15	-4	4	0	0.0	-51
16	-1	-3	6	0.0	-4
17	0	0	2	-0.8	11
18	-5	4	2	0.6	-3
19	2	1	0	-0.5	-10
20	-1	2	4	0.0	13
21	10	0	8	0.4	0
22	1	1	7	0.2	-2
23	1	3	6	0.4	4
24	0	-3	0	0.2	-13

# Taken from the results shown (nine entries):
No.	SMILES	ADAM17 inh	PLC-gamma1 inh	ASAP1 GAP inh	TDP2 inh	ARFGAP1 inhibitor
13	COc1ccccc1C1OCC(C)([N+](=O)[O-])CO1 (configuration not stated)	0	1	-2	10	-3
14	Cc1cc(C)c(C)c(S(=O)(=O)N2CCC(C(=O)OCC(=O)N3c4ccccc4NC(=O)C3(C)C)CC2)c1C	5	1	-1	-3	7
15	COc1ccc2oc(C(=O)C3CC3)c(N)c2c1	-25	-27	-10	3	5
16	CCOc1ccc(N(CC(=O)NCCSCc2ccco2)S(=O)(=O)c2ccc(C)cc2)cc1	-6	5	7	-2	6
17	CCCCCn1nc(C)c(/C=N\NC(=O)c2cc(C)oc2C)c1C	4	1	7	-5	3
18	CN(CC(=O)Nc1ccc(F)cc1)C(=O)COC(=O)Cc1cccs1	-2	1	-2	-3	-13
19	COc1ccc(CNC(=O)c2ccc(CNc3c(NC4CCCCC4)c(=O)c3=O)cc2)cc1	-4	2	-3	4	-3
20	OCCOCCn1c(CCNc2nc(-c3ccc(Cl)cc3)cs2)nc2cc(Cl)c(Cl)cc21	2	3	8	1	20
21	CCc1nnc(NC(=O)CSc2nc3cc4c(cc3cc2CC)OCCO4)s1	2	-1	3	-8	-7

No.	DDE Tn6 FP inh	LEDGF integ inh	Tn7 DDE FP	KLK7 zymogen act	ADAM10 inh
13	3	4	-1	0.3	-2
14	4	0	-5	0.5	4
15	-4	4	0	0.0	-51
16	-1	-3	6	0.0	-4
17	0	0	2	-0.8	11
18	-5	4	2	0.6	-3
19	2	1	0	-0.5	-10
20	-1	2	4	0.0	13
21	10	0	8	0.4	0

# Further records follow.
No.	SMILES	ADAM17 inh	PLC-gamma1 inh	ASAP1 GAP inh	TDP2 inh	ARFGAP1 inhibitor
25	CN1C(=O)C(=O)N2C(=C[C@]3(c4c[nH]c5ccccc45)c4ccccc4N[C@H]23)C1=O	-6	-3	/	3	/
26	O=C(Nc1ccccc1Cl)c1cc(S(=O)(=O)N2CCCCC2)ccc1N1CCOCC1	1	-1	-1	-9	0
27	CCn1nc(NC(C)=O)c2cc3cccc(C)c3nc21	-7	-160	1	0	10
28	CC(C)COC(=O)N1CCCCC1c1cc(C(=O)Nc2ccc3c(c2)OCO3)no1 (configuration not stated)	-3	0	-6	10	3
29	CCn1c(SCC(=O)c2ccc(-c3ccccc3)cc2)nnc1-c1ccc(C(C)(C)C)cc1	2	1	/	3	/
30	O=C(NNC(=O)C1CC(c2cccs2)=NO1)Nc1ccc(Cl)cc1 (configuration not stated)	-7	-1	2	12	5
31	COc1cccc(-n2c(C)nc3c(cnn3-c3ccc(Cl)cc3)c2=O)c1	-2	1	-5	-12	-5
32	Cc1cccc(C2(c3cccc(C)c3)CC2C(=O)Nc2ccc([N+](=O)[O-])cc2O)c1 (configuration not stated)	4	2	21	5	-1
33	Cc1cccc(NC(=O)CSCC(=O)Nc2cc(Cl)ccc2N2CCOCC2)c1	-1	2	12	19	-1
34	CCCC1(C)NC(=O)c2ccccc2O1 (configuration not stated)	-3	1	1	-1	18
35	Cc1ccc(C(=O)NN(C)c2nc3ccccc3nc2C(F)(F)F)cc1	-1	0	-7	4	0
36	CC1Cc2cc(/C(O)=C3/C(=O)C(=O)N(CCN4CCOCC4)C3c3ccc([N+](=O)[O-])cc3)ccc2O1 (configuration not stated)	-3	-10	6	15	-4

No.	DDE Tn6 FP inh	LEDGF integ inh	Tn7 DDE FP	KLK7 zymogen act	ADAM10 inh
25	-2	1	0	/	-5
26	-5	1	1	0.8	0
27	0	0	-13	2.3	-23
28	2	-2	0	-0.3	-2
29	-4	1	-2	0.4	-8
30	0	2	-6	0.5	-10
31	9	0	3	0.3	2
32	1	-1	8	-0.8	19
33	-5	2	-2	0.1	4
34	1	-7	-1	-0.6	-9
35	0	-2	6	-0.2	1
36	1	1	7	0.2	2

# Continued.
No.	SMILES	ADAM17 inh	PLC-gamma1 inh	ASAP1 GAP inh	TDP2 inh	ARFGAP1 inhibitor
37	Cc1cn(CC(=O)N2CCN(c3ccccn3)CC2)c(=O)[nH]c1=O	-9	1	-4	4	1
38	Cc1sc2nc(CSCC(=O)Nc3c(Cl)cccc3Cl)[nH]c(=O)c2c1C	-21	-40	1	-4	14
39	Cc1ccc2oc(=O)c3cc(C(=O)NCCN4CCN(C)CC4)sc3c2c1	-27	-7	1	1	-2
40	CC1C(=O)N2CCCc3cc(NC(=O)C4CC4)cc1c32 (configuration not stated)	0	-2	-2	-2	15
41	COc1ccccc1N(C)S(=O)(=O)c1ccc(C(=O)Nc2nnc(C)s2)cc1	-3	3	9	15	8
42	O=C(COC(=O)Cc1c[nH]c2ccccc12)Nc1ccccc1	2	-1	-2	9	22
43	CC1CCCCC1NC(=O)CSc1nnnn1C (configuration not stated)	1	0	2	-15	2
44	COc1ccc(CN(C)C(=O)Cn2cnc3c(OCc4ccccc4)ncnc32)cc1OC	-3	2	8	6	-4

No.	DDE Tn6 FP inh	LEDGF integ inh	Tn7 DDE FP	KLK7 zymogen act	ADAM10 inh
37	-5	-6	5	0.6	-24
38	-2	-3	0	-3.3	-64
39	11	1	7	-0.3	-122
40	-3	0	-3	-0.5	-6
41	-4	1	-4	0.3	-2
42	-3	2	-7	0.5	0
43	-1	1	-4	-0.2	-2
44	-8	1	-1	0.6	-5

# Compound activity (PubChem BioAssay)
